High-throughput results (PubChem)
Smad3 inh = blocks human Smad3 binding to FoxH1 peptide. TR-FRET Smad3/Dy647-FoxH1 peptide binding, europium anti-His. inhibition, % at 25 µM. 88,000 tested, 0.29% active. AID 630;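 active means compounds that reduce the energy-transfer binding signal between the protein and its labelled peptide by more than half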;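 further: 0% = Smad3 plus labelled peptide maximal FRET and 100% = peptide-only background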
Target sequence (P84022 whole entry, looked up): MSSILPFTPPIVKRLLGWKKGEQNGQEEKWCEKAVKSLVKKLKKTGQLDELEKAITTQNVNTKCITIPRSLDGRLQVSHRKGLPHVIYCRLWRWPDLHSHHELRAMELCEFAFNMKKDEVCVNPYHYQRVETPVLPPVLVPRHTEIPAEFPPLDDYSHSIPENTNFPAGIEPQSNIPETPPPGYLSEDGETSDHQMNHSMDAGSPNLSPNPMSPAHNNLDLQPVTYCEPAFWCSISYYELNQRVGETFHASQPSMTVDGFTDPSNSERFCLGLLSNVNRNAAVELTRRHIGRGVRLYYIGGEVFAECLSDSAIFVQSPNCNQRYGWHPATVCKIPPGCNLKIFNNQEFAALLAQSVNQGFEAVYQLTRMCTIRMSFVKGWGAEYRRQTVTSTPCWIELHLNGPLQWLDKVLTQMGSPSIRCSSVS
* = called active by the depositor.

NS(=O)(=O)c1ccc(N=Nc2c[nH]c(=O)c(O)c2)cc1 was read as Smad3 inh 78.1*.
For COc1ccc([C@@H](C)c2cc3c(cc2O)OCO3)cc1 the results were Smad3 inh 16.9.
`Nc1cccc2cc(S(=O)(=O)Nc3ccc(C(=O)O)cc3)ccc12` gave Smad3 inh 10.3.
Screening O=C(O)CCCCn1cnc2c(=S)nc[nH]c21 returned Smad3 inh 51.6*.
`Nc1ccc(N(S(=O)(=O)c2ccccc2)S(=O)(=O)c2ccccc2)c(Cl)c1` gave Smad3 inh 87.1*.
For O=S(=O)(c1cnccc1N1CCN(CCO)CC1)N1CCCC1 the results were Smad3 inh 7.6.
Screening CC(C)CN=C(N)N=C(N)N returned Smad3 inh 4.0.
For NCCSCCC(=O)O the results were Smad3 inh 39.2.
NC(=O)[C@@H]1CCCNC1 was read as Smad3 inh -3.1.
`C[C@H]1C[C@@H]2[C@@H]3CCC4=CC(=O)C=C[C@@]4(C)[C@@]3(Cl)[C@H](Cl)C[C@@]2(C)[C@]1(O)C(=O)COP(=O)(O)O` gave Smad3 inh 0.0.
N=C(N)SCCc1ccncc1 was read as Smad3 inh 27.7.
Screening Nc1nc(N)[n+]([O-])c(N)c1NCO returned Smad3 inh 3.6.
Screening O=C(O)/C(Cc1cn[nH]n1)=N\O returned Smad3 inh -4.2.
c1ccc(-c2cnc(-c3ccc(-c4ncc(-c5ccccc5)o4)cc3)o2)cc1 was read as Smad3 inh 8.4.
`COc1ccc2c(C)cc(C)nc2n1` gave Smad3 inh 6.1.
Cn1c(=O)c2[nH]c(CCCCc3nc4c([nH]3)c(=O)n(C)c(=S)n4C)nc2n(C)c1=S was read as Smad3 inh -0.3.
`N=C(N)SCc1nc(-c2ccc(Cl)cc2)no1` gave Smad3 inh 15.5.
`O=C(O)C(Cl)(c1ccccc1)c1ccccc1` gave Smad3 inh -7.5.
`CC(CCc1nc2ccccc2s1)(c1ccc(O)cc1)c1ccc(O)cc1` gave Smad3 inh 0.2.
`O=[N+]([O-])c1ccc2c(c1)c(S(=O)(=O)O)cc1nonc12` gave Smad3 inh 3.5.
`O=C(O)[C@@H]1[C@H](C(=O)O)[C@@H](C(=O)O)C[C@H]1C(=O)O` gave Smad3 inh 10.8.
Screening Br/C(=N\Nc1nn[nH]n1)c1ccncc1 returned Smad3 inh 13.4.
`CN(C)CC[C@@H](C(=O)C(C)(C)C)c1ccccn1` gave Smad3 inh -7.9.
CCOc1ccc(N=NS(=O)(=O)O)cc1 was read as Smad3 inh 27.6.
Screening O=C(O)[C@H](Cc1ccc(O)c([N+](=O)[O-])c1)N1C(=O)c2ccccc2C1=O returned Smad3 inh 9.2.
`O=C(O)c1cccc2cccc(-c3cccc4cccc(C(=O)O)c34)c12` gave Smad3 inh 66.6*.
`COC(=O)[C@]1(C)CCC(c2ccc(C)cc2)=C(CC(=O)O)C1` gave Smad3 inh 5.3.
CC(C)(CO[C@@H]1C[C@@H]2CC[C@@]1(C)C2(C)C)[N+](=O)[O-] was read as Smad3 inh -1.8.
O=C(O)C(Cc1ccccc1)Cc1ccccc1 was read as Smad3 inh -3.3.
Screening Cc1c(Cl)cc(C(C)(C)C)c(O)c1Cc1c(C)c(Cl)cc(C(C)(C)C)c1O returned Smad3 inh 15.8.
Clc1ccc(-c2nnc(-c3cccc4ccccc34)o2)cc1Cl was read as Smad3 inh 7.4.
For S=C1SCN(C2CCCCCCCCCCC2)CN1C1CCCCCCCCCCC1 the results were Smad3 inh 8.8.
For c1ccc(CN2CCC3(CC2)SSC2(CCN(Cc4ccccc4)CC2)SS3)cc1 the results were Smad3 inh 19.6.
For CN1CCc2[nH]nc(-c3n[nH]c4c3CN(C)CC4)c2C1 the results were Smad3 inh -5.6.
Screening O=C(O)c1c(-c2nccc3ccccc23)[nH]c(-c2ccccc2)c1S(=O)(=O)O returned Smad3 inh 8.6.
COc1ccc2c(c1)N(CC[C@H]1CCCCN1C)c1ccccc1S2 was read as Smad3 inh 7.0.
For Nc1c(OCC(=O)O)ccc2cc(S(=O)(=O)O)ccc12 the results were Smad3 inh 27.6.
Cc1ccc(-[n+]2cc(=O)o[nH]2)cc1 was read as Smad3 inh -3.4.
Screening CCOC(=O)C(C)(C)[C@H](O)C(C)C returned Smad3 inh -11.1.
Screening O[C@H](C[C@@H]1CCCCN1)c1ccc2c(c1)oc1ccccc12 returned Smad3 inh 2.6.
For COc1cc2ccc([C@H](C)NCC#N)cc2cc1OC the results were Smad3 inh 6.4.
CN(C)CCCN=C(N)N was read as Smad3 inh -10.9.
For O=C(O)c1cccc(CN2CCCCC2)c1 the results were Smad3 inh -5.6.
`CN(Cc1cc(Cl)cc(Cl)c1O)Cc1c(O)ccc2ccccc12` gave Smad3 inh 15.6.
For O=C(O)CC1(C(=O)O)CCCCC1 the results were Smad3 inh -9.6.
`CCCCN1CSC(=S)N(Cc2ccccc2)C1` gave Smad3 inh 41.1.
Screening O=C(O)[C@H]1CCCC[C@@H]1C(=O)Nc1nc2ccccc2[nH]1 returned Smad3 inh 3.4.
`CC(=O)Nc1ccc2c(c1)/C(=C/c1ccc([N+](C)(C)C)cc1)c1ccccc1-2` gave Smad3 inh 93.1*.
Clc1ccc2c(NCCNC3CCCCC3)ccnc2c1 was read as Smad3 inh -6.4.
`N=C(N)[C@H](N=Nc1ccccc1)C(N)=O` gave Smad3 inh -5.0.
`CC[C@@H](CS(=O)(=O)O)[N+](=O)[O-]` gave Smad3 inh 21.5.
`S=c1[nH]nc(SCc2ccccc2Cl)c2[nH]cnc12` gave Smad3 inh 0.8.
O=S(=O)(O)c1cc(O)c2c(N=Cc3ccccc3O)cc(S(=O)(=O)O)cc2c1 was read as Smad3 inh -1.7.
`CC[C@@]1([N+](=O)[O-])C[C@H]2C=C[C@@H]1C2` gave Smad3 inh 32.0.
`Cc1ccc2nc(N/N=C/c3cccc(C)n3)cc(C)c2c1` gave Smad3 inh 10.8.
C[C@]12CC[C@H](O)C[C@@H]1CC[C@H]1[C@H]2CC[C@]2(C)[C@@H]1CC[C@H]2c1cc(C(F)(F)F)n[nH]1 was read as Smad3 inh 4.0.
For CCCS(=O)(=O)O the results were Smad3 inh -0.4.
Screening C[N+](C)(C)/N=C/c1ccc(O)c(O)c1 returned Smad3 inh 12.5.
For N=C(N)SCc1cccc(-c2nc3ccccc3c(=O)o2)c1 the results were Smad3 inh 0.4.
CN[C@@H]1NC(=O)c2ccccc2N1Cc1ccc(F)cc1 was read as Smad3 inh -0.3.

Some of these compounds in order of SMILES length, largest number first.
C[C@]12CC[C@H](O)C[C@@H]1CC[C@H]1[C@H]2CC[C@]2(C)[C@@H]1CC[C@H]2c1cc(C(F)(F)F)n[nH]1 was read as Smad3 inh 4.0.
`CC(=O)Nc1ccc2c(c1)/C(=C/c1ccc([N+](C)(C)C)cc1)c1ccccc1-2` gave Smad3 inh 93.1*.
O=S(=O)(O)c1cc(O)c2c(N=Cc3ccccc3O)cc(S(=O)(=O)O)cc2c1 was read as Smad3 inh -1.7.
Screening O=C(O)[C@H]1CCCC[C@@H]1C(=O)Nc1nc2ccccc2[nH]1 returned Smad3 inh 3.4.
`CC[C@@]1([N+](=O)[O-])C[C@H]2C=C[C@@H]1C2` gave Smad3 inh 32.0.
`CN(Cc1cc(Cl)cc(Cl)c1O)Cc1c(O)ccc2ccccc12` gave Smad3 inh 15.6.
`Cc1ccc2nc(N/N=C/c3cccc(C)n3)cc(C)c2c1` gave Smad3 inh 10.8.
`S=c1[nH]nc(SCc2ccccc2Cl)c2[nH]cnc12` gave Smad3 inh 0.8.
`CC[C@@H](CS(=O)(=O)O)[N+](=O)[O-]` gave Smad3 inh 21.5.
`N=C(N)[C@H](N=Nc1ccccc1)C(N)=O` gave Smad3 inh -5.0.
`CCCCN1CSC(=S)N(Cc2ccccc2)C1` gave Smad3 inh 41.1.
For O=C(O)CC1(C(=O)O)CCCCC1 the results were Smad3 inh -9.6.
For CCCS(=O)(=O)O the results were Smad3 inh -0.4.

New compounds follow
Screening Clc1ccccc1C(Nc1ncccn1)Nc1ncccn1 returned Smad3 inh 8.2.
For C[C@@H](C[C@H](N)C(=O)O)C(=O)O the results were Smad3 inh -5.7.
Screening Cn1c(=O)c2c(ncn2CCSS(=O)(=O)O)n(C)c1=O returned Smad3 inh 12.7.
For CC(CC(=O)O)(CC(=O)O)c1ccccc1 the results were Smad3 inh 10.2.
`Cc1ccc(N=Nc2c(O)ccc3cc(S(=O)(=O)O)ccc23)cc1` gave Smad3 inh 4.2.
Screening CC(C)NC1(C(N)=O)CCN(Cc2ccccc2)CC1 returned Smad3 inh -5.5.
For C=C(C)CN(CC#N)CC(=C)C the results were Smad3 inh -4.1.
Screening NS(=O)(=O)c1ccc(NCc2cnc3ccccc3c2)cc1 returned Smad3 inh 102.1*.
Nc1nc(-c2cccc([N+](=O)[O-])c2)cc(-c2cc(-c3cccc([N+](=O)[O-])c3)nc(N)n2)n1 was read as Smad3 inh 5.6.
For NC(N)=NCCCC(=O)O the results were Smad3 inh -18.4.
`O=C(O)Cc1cccc2c(=O)cc(-c3ccccc3)oc12` gave Smad3 inh 10.2.
Nc1nc(SCC(=O)O)[nH]c(=O)c1N was read as Smad3 inh 1.6.
`Cc1n[nH]c2ccccc2c1=O` gave Smad3 inh -10.4.
N#CNC(N)=Nc1ccc(Cl)cc1 was read as Smad3 inh 2.8.
N[C@@H](Cc1c[nH]c2ccc([N+](=O)[O-])cc12)C(=O)O was read as Smad3 inh 2.5.
For O=C(c1cc(Br)ccc1O)c1cc(Br)ccc1O the results were Smad3 inh 10.8.
`COc1cc(N=Nc2cccc(S(N)(=O)=O)c2)c2ccccc2c1N` gave Smad3 inh 28.3.
For N[C@@H](Cc1nn[nH]n1)C(=O)O the results were Smad3 inh 3.8.
O=C(O)NCC1CCCCC1 (tested in a mixture with another compound) was read as Smad3 inh 4.2.
Screening CC(C)=CCNc1ncnc2c1c(C#N)cn2[C@H]1O[C@H](CO)[C@@H](O)[C@@H]1O returned Smad3 inh -8.0.
`Oc1ccc2ccccc2c1CN(Cc1c(O)ccc2ccccc12)C1CCCCC1` gave Smad3 inh 19.4.
For CN(CC(=O)O)Cc1c[nH]c2ccccc12 the results were Smad3 inh -8.3.
C[C@@]12CCC(=O)C=C1CC[C@H]1[C@H]2[C@@H](O)C[C@]2(C)[C@@H]1CC[C@@]2(O)C(=O)COC(=O)C1CCCC1 was read as Smad3 inh 28.2.
C[C@@]12CC[C@@H]3[C@H](CCC4=CC(=O)CC[C@]43C)[C@H]1CC[C@H]2C(=O)Cn1cnc2c(=S)nc[nH]c21 was read as Smad3 inh 11.9.
CC(C)[C@]1(Cl)CC[C@H]2[C@]3(C)CCC[C@@](C)(C(=O)O)[C@H]3C[C@@H](Cl)[C@]2(Cl)[C@H]1Cl was read as Smad3 inh 37.4.
`O=c1[nH]c(SCc2cccc([N+](=O)[O-])c2)nc2nc[nH]c12` gave Smad3 inh -0.3.
CC[N+](C)(CC)CCN1C(=O)c2ccccc2S1(=O)=O was read as Smad3 inh 21.1.
O=C1OC2(c3ccc(O)cc3Oc3cc(O)ccc32)c2c1c(-c1ccccc1)c(-c1ccccc1)c(-c1ccccc1)c2-c1ccccc1 was read as Smad3 inh 1.1.
For CCCCNc1nc(SC)nc2nc[nH]c12 the results were Smad3 inh 8.2.
Cc1cc(OCC(=O)O)c(Cl)cc1Cl was read as Smad3 inh -9.4.
`O=C1Nc2ccccc2[C@]1(O)Cc1ccccn1` gave Smad3 inh 2.2.
For c1ccc(-c2cc(-c3cc(-c4ccccn4)[nH]n3)n[nH]2)nc1 the results were Smad3 inh 6.8.
CN(C)CCNCCN was read as Smad3 inh 5.3.
`CCN(Cc1cc(Cl)cc(C)c1O)Cc1c(O)ccc2ccccc12` gave Smad3 inh 6.9.
Screening Oc1ccc(CNCc2ccccc2)c2cccnc12 returned Smad3 inh 12.4.
For C[N+](C)([O-])Cc1cc(-c2ccccc2)ccc1O the results were Smad3 inh 10.0.
For C[C@@H]1Oc2ccc(C(=O)C[C@@H](C(=O)O)c3ccc4c(c3)OCO4)cc2O1 the results were Smad3 inh -4.8.
Screening CC(CCC(=O)O)(c1cc(Br)c(O)c(Br)c1)c1cc(Br)c(O)c(Br)c1 returned Smad3 inh 43.7.
Screening Oc1ccc2ccccc2c1/C=C/c1ccc2c(Br)cc(Br)c(O)c2n1 returned Smad3 inh 18.8.
`CN(C)c1ccc(C(=C2C=CC(=[N+](C)C)C=C2)c2ccccc2)cc1` gave Smad3 inh 48.4.
Screening CN(C)CCCSc1nc2ccccc2[nH]1 returned Smad3 inh 12.0.
`O=C1C2=C(Nc3cc([N+](=O)[O-])ccc3N2)O[C@H]1c1ccc([C@H]2OC3=C(Nc4ccc([N+](=O)[O-])cc4N3)C2=O)cc1` gave Smad3 inh 26.2.
For Nc1ncnc2c1ncn2CCCCC(=O)O the results were Smad3 inh 15.8.
NC(=O)C/C=C/CC(N)=O was read as Smad3 inh 1.8.
For O=C1/C(=C\c2ccccc2)[C@@H](NC2CCCCC2)c2ccccc21 the results were Smad3 inh 25.0.
For CCCCNc1c(CN)cnc2cc(Cl)ccc12 the results were Smad3 inh 4.8.
Cc1cc(Nc2ccc(N=Nc3ccc(O)c4ncccc34)cc2)nc(C)n1 was read as Smad3 inh 31.0.
Screening O=C(O)CCC(=O)Nc1ccc2ccccc2c1 returned Smad3 inh -14.9.
For NS(=O)(=O)c1cc(Br)c(N=Nc2ccc(O)c3ncccc23)c(Br)c1 the results were Smad3 inh 76.9*.
O=C1C2=C(Nc3cc([N+](=O)[O-])ccc3N2)O[C@@H]1c1c[nH]c2ccc(COc3ccccc3)cc12 was read as Smad3 inh 5.4.
`Nc1nc(N)nc(CCCc2nc(N)nc(N)n2)n1` gave Smad3 inh -5.1.
Screening CSc1ncnc2c1ncn2[C@H]1O[C@@H](CO)[C@H](O)O[C@@H]1O returned Smad3 inh -3.8.
`O=C(O)c1ccc(CNCc2ccccc2)cc1` gave Smad3 inh -8.7.
C[C@H](CN(C)C)C(O)(c1ccccc1)c1ccccc1 was read as Smad3 inh 13.9.
For CNC[C@@H](SC)c1ccc(O)c(O)c1 the results were Smad3 inh 15.0.

Only part of the results is shown (hit frequency here may not be typical).
